SRC2 inh: inhibition of GAL4-SRC2 driven luciferase reporter, primary screen, SRC2 inhibitor project, cell-based, luminescence; Nuclear receptor coactivator 2 (Homo sapiens), Q15596; inhibition, % at 9 µM; actives 0.17% (n = 370,000); HEK293 GAL4-SRC2 luciferase reporter; AID 651957, 2012;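 active = inhibition above the mean inhibition of all tested compounds plus 3 SD, set per campaign, cut at about 52% in these data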;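 also: 0% = DMSO treated cells and 100% = cells given Gossypol at 36 µM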
SRC3 inh: SRC3 coactivator transcriptional activity inhibitors, primary screen, cell-based, luminescence; Nuclear receptor coactivator 3 (Homo sapiens), Q9Y6Q9; inhibition, % at 3.6 µM; actives 0.17% (n = 360,000); HEK293 GAL4-SRC3 luciferase reporter;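 active = inhibition above a per-campaign cutoff, the mean of all compounds plus 3 SD, cut at about 60% in these data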;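 also: 0% = DMSO-treated cells and 100% = gossypol-treated cells at 36 µM; higher means less SRC3-driven luciferase light from the GAL4 reporter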
NR2F2 inh: NR2F2 transcriptional activity inhibitors, primary screen, cell-based, luciferase reporter, HEK293T, luminescence. COUP transcription factor 2 (Homo sapiens), P24468. HEK293T NGFI-A luciferase reporter. inhibition, % at 8.6 µM. actives 0.7% (n = 370,000);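 active = inhibition above a per-plate cutoff, mean inhibition of test wells between control levels plus 3 SD, cut at about 38% in these data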;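 also: cells cotransfected with COUP-TFII expression vector driving the NGFI-A reporter; 0% = median of COUP-TF2 test wells and 100% = reporter-only cells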
Target sequence (P24468 whole entry, looked up): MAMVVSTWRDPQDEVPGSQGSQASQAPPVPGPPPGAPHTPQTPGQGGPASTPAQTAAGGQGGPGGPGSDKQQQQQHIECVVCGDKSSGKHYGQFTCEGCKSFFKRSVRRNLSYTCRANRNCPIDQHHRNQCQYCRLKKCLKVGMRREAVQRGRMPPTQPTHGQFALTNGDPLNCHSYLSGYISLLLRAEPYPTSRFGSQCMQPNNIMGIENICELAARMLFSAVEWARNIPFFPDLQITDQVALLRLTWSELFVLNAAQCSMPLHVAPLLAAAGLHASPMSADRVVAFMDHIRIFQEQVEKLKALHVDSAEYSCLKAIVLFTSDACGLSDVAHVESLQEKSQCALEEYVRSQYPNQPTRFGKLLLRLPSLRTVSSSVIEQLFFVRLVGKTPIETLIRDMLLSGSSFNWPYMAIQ
NR5A2 inv ag: LRH-1 (NR5A2) inverse agonists, primary screen, cell-based, luminescence, HEK293T, StAR-luciferase reporter; AID 602396, 2012; actives 0.13% (n = 360,000); Nuclear receptor subfamily 5 group A member 2 (Homo sapiens), O00482; inhibition, % at 3.6 µM; LRH-1 transfected, 24 h;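 active = inhibition above the mean inhibition of all tested compounds plus 3 SD, cut at about 73% in these data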;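 also: 0% = DMSO wells and 100% = reporter-only cells lacking LRH-1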
NOD2-RIPK2 inh: NOD2-RIPK2 binding disruptors in cells, primary screen, fluorescence, CHO cells, BLA complementation | actives 0.38% (n = 360,000) | CCF4 ratio | AID 624267, 2012 | Receptor-interacting serine/threonine-protein kinase 2 (Homo sapiens), O43353 | inhibition, % at 4.98 µM; in the data active = inhibition above about 21%;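 also: 0% = vehicle only and 100% = reference blocker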
Target sequence (O43353 whole entry, looked up): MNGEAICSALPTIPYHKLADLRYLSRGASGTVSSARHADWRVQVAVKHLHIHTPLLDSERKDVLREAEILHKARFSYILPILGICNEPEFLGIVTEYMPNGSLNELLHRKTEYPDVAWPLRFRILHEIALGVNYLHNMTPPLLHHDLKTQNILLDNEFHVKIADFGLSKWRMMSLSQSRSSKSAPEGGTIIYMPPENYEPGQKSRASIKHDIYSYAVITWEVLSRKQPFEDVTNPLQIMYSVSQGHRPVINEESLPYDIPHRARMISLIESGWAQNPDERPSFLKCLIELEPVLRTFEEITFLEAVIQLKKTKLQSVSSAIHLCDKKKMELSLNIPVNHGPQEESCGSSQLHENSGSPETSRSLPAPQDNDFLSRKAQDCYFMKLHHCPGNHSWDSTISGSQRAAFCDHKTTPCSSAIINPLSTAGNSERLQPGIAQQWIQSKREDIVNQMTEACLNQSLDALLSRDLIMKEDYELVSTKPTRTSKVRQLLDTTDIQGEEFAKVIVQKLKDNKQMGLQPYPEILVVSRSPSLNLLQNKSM
LMP1 NFkB inh: EBV LMP1-driven NF-kappaB luciferase reporter inhibitors, primary screen, cell-based, luminescence, single point. LMP1-induced NF-kappaB luciferase reporter cells. inhibition, % at 12.5 µM. actives 0.69% (n = 350,000); in the data active = inhibition above about 41%;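 also: 0% = neutral control wells and 100% = reference inhibitor control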
TLR9-MyD88 inh: inhibitors of TLR9-MyD88 association in cells, primary screen, cell-based, CHO, BLA complementation, fluorescence | CCF4 FRET ratio | AID 504734, 2011 | actives 0.21% (n = 340,000) | Toll-like receptor 9 (Homo sapiens) + Myeloid differentiation primary response protein … | inhibition, % at 4.98 µM;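 active = inhibition above the mean over all tested compounds plus 3 SD, cut at about 21% in these data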;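 also: 0% = DMSO only wells and 100% = clavulanate BLA inhibitor control wells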
TROY NFkB inh: inhibitors of TROY-driven NF-kB signaling, primary screen, Q293 LMP1-TROYcd cells, NF-kB luciferase, uHTS; Q293 LMP1-TROYcd NF-kB luciferase reporter, 4 h; inhibition, % at 10 µM; actives 0.98% (n = 360,000);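 active = compounds whose plate-normalised and pattern-corrected inhibition of the luciferase reporter signal at the single screening dose is 50% or more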
TRAIL sens C8: viability loss with TRAIL in NB7+C8 cells, primary screen, TRAIL sensitizer project, cell-based, ATPlite luminescence | inhibition (viability loss, TRAIL sensitization), % at 10 µM | actives 1% (n = 360,000) | AID 624354, 2012;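 active = compounds causing at least 50% loss of cell viability in the single-dose screen, relative to plate controls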
Vif imaging: HIV Vif self-association inhibitors, primary screen, imaging, HEK293T, single point | HEK293T cells, Vif self-association by quenched fluorescence, 24 h | actives 0.35% (n = 340,000) | AID 602346, 2012 | inhibition, % at 7.49 µM; in the data active = inhibition above about 50%, passing the limit was not always enough; also: some results filed as inactive read as strong as hits
SRC1 inh: SRC1 coactivator transcriptional activity inhibitors, primary screen, cell-based, luminescence; HEK293 GAL4-SRC1 luciferase reporter; inhibition, % at 3.6 µM; actives 0.12% (n = 360,000);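 active = inhibition above the campaign mean plus 3 SD, with each screening campaign given its own cutoff, cut at about 60% in these data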;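 also: 0% = DMSO treated cells and 100% = gossypol at 36 µM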
* = called active by the depositor; . = no result given.

SMILES	SRC2 inh	SRC3 inh	NR2F2 inh	NR5A2 inv ag	NOD2-RIPK2 inh	LMP1 NFkB inh	TLR9-MyD88 inh	TROY NFkB inh	TRAIL sens C8	Vif imaging	SRC1 inh
CC(C)(C)c1ccc(C(=O)NCCC(=O)N2CCC3(CC2)NCCc2[nH]cnc23)cc1	-4	-20	10	-7	-11	3	3	-12	6	12	7
CCc1cccc(CC)c1-n1c(SCC(=O)N2CCCc3ccccc32)nc(O)cc1=O	-23	-14	3	-25	-13	0	-3	-8	-8	-11	2
CC(=O)NC12CC3CC(C1)CC(C(=O)OCC(=O)NC(=O)c1cccn1C)(C3)C2	-21	-6	2	-25	0	1	1	-28	16	30	-4
COCCN(CCOC)c1nc(-c2ccc([N+](=O)[O-])cc2)nc2ccccc12	-55	0	-19	-12	2	2	-16	-1	-19	-8	-60
Cc1ccc(-c2nnc(SCc3ccccc3F)o2)cc1	-31	-78	-38	-155	-2	-24	1	-28	21	-4	-121
CCOC(=O)C1=C(C)NC(=O)NC1c1cc2c(cc1Br)OCO2 (centres undefined)	-16	-31	8	-8	6	0	-6	7	-12	-7	7
CCOC(=O)C1(C)CCCN1C(=O)c1ccccc1OC (centres undefined)	15	5	0	-5	-6	.	.	-1	-8	7	4
COCC1CCN(C(=O)c2cc(COc3ccc(F)cc3F)on2)C1 (centres undefined)	6	-53	-20	-35	-3	-6	-4	-23	-21	-5	-2
CC(=O)C(C)Oc1ccc(Cc2ncc(C(F)(F)F)cc2Cl)cc1 (centres undefined)	6	-12	2	15	3	5	-2	24	0	1	2
COc1ccc(CC2(C)OC(c3ccc(C)c([N+](=O)[O-])c3)=NN2C(C)=O)cc1 (centres undefined)	14	11	12	1	-4	4	-8	-6	-5	-32	5
CCOC(=O)CC1C(=O)NCCN1C(=O)c1ccc(Cl)cc1 (centres undefined)	4	-2	-15	-12	0	-1	-7	-1	4	-1	-1
O=C1CCCN1CCCNC(=S)Nc1ccc(F)cc1	-26	12	12	6	-7	-28	11	-13	-9	.	9
CN(CCNC(=O)c1c[nH]c2c1ccc1ccccc12)CCNC(=O)c1c[nH]c2c1ccc1ccccc12	-19	-31	-8	-14	-6	-4	-16	-40	14	10	-29
CCC(/C=N/NC(=O)C1COc2ccccc2O1)CC (centres undefined)	-14	12	9	13	-4	-1	-4	-41	3	5	2
CCNc1nc(Oc2ccc(=O)[nH]n2)nc(SC)n1	-25	-1	-15	-22	-1	2	4	-1	29	10	4
Oc1ccccc1/C=N/Nc1nc2ccccc2o1	12	19	-39	-114	-1	0	1	-36	38	0	-15
COCCNC(=O)CCn1nc(-c2ccc(Cl)cc2)ccc1=O	-16	-5	0	-6	-7	1	-9	-2	-10	6	-1
Nc1ccc(N2CCN(C(=O)c3cccs3)CC2)cc1	-11	14	4	13	0	6	-10	3	-5	7	-4
Cc1ccc(OCC(COCc2ccccc2)NC(C)C)cc1 (centres undefined)	-27	20	-19	-7	1	2	2	-4	2	7	-17
C/C(=N\Nc1cc(Cl)nc(C)n1)c1ccccc1	-64	-51	-33	-19	-11	-16	-7	-54	1	-9	-39
COc1ccc(Cl)cc1NC(=O)CN1C(=O)NC(Cc2c[nH]c3ccccc23)C1=O (centres undefined)	-6	18	2	-8	-5	-11	-2	-6	5	0	-5
CC1C/C(=N/NC(=O)c2cccs2)CC(C)(C)C1 (centres undefined)	-35	-123	-52	-136	-1	2	1	3	11	0	-119
COc1ccccc1-c1cnc(C(O)c2c(C)cc(C)cc2C)[nH]1 (centres undefined)	14	1	-16	7	8	.	.	-10	0	-5	-5
CC(Oc1ccc(Br)cc1Br)C(=O)Nc1cccnc1 (centres undefined)	9	10	8	-8	-3	-4	-8	17	-6	-5	0
C=CCN1C(=O)NC(c2ccc(OC)cc2)(C(F)(F)F)S/C1=C(\C#N)c1nnc(N2CCOCC2)n1-c1ccccc1 (centres undefined)	-8	11	7	-5	-3	5	-3	-7	4	5	4

Ordered by value in NR2F2 inh (smallest number first): some entries from above.
smiles | NR2F2 inh
Oc1ccccc1/C=N/Nc1nc2ccccc2o1 | -39
CCC(/C=N/NC(=O)C1COc2ccccc2O1)CC (centres undefined) | 9
CC(C)(C)c1ccc(C(=O)NCCC(=O)N2CCC3(CC2)NCCc2[nH]cnc23)cc1 | 10

Continued.
SMILES	SRC2 inh	SRC3 inh	NR2F2 inh	NR5A2 inv ag	NOD2-RIPK2 inh	LMP1 NFkB inh	TLR9-MyD88 inh	TROY NFkB inh	TRAIL sens C8	Vif imaging	SRC1 inh
COc1ccc(NCC(=O)n2c(C)c(C)c3ccccc32)cc1	-8	14	10	8	10	19	7	-8	-43	-3	3
C=CCN1C(=O)c2cccc3c(Br)ccc(c23)C1=O	-13	7	-10	-5	0	0	-1	-2	-7	31	6
Cc1cc(N)c(-n2cc3c(=O)n(C)c(=O)n(C)c3c2)cc1C	-25	-55	-40	-64	-1	-13	-9	9	5	5	-31
CC(NC(=O)Nc1ccccc1O)(C(F)(F)F)C(F)(F)F	-11	5	10	-5	-11	-12	3	-6	7	3	-30
CCN(CC)CCN(Cc1cc2cc3c(cc2[nH]c1=O)OCO3)C(=S)NCCCN(C)C	-1	17	14	1	-4	-34	-3	4	10	2	-19
O=C(CN1c2cccc3cccc(c23)S1(=O)=O)N1CCN(c2ccccc2)CC1	-9	-10	13	29	13	-11	3	-21	7	-4	-3
CC1CCN(C(=S)c2cn(Cc3cccc(F)c3)c3ccccc23)CC1	-10	0	8	-1	-9	10	-10	1	7	3	20
Cc1ccc(S(=O)(=O)CCC(=O)OCC(=O)Nc2sccc2C#N)cc1	-31	-19	3	-11	-9	-20	2	-7	1	7	-7
COc1ccc(C(=O)CSc2nc3[nH]ncc3c(=O)[nH]2)cc1	-11	-8	-1	1	-4	-17	7	-38	-6	-12	-5
CCn1c(SCC(N)=O)nc2c1c(=O)n(C)c(=O)n2C	-1	10	4	11	5	5	-6	13	5	10	15
CC(=O)Nc1cccc(Nc2nc(-c3ccccc3F)nc3ccccc23)c1	24	-4	4	29	-2	8	1	-30	0	-2	4
CC(=O)NCC(=O)N(C)C(C(=O)Nc1ccc2c(c1)OCCO2)c1ccc(C)cc1 (centres undefined)	-25	10	-8	-9	-9	-4	-10	8	-1	3	1
O=C(c1ccccc1)c1cccn1CC(=O)N1CCc2ccccc2C1	-14	-7	7	-12	-6	1	2	11	-11	-11	3
CCCCc1cc2ccccc2c(OCCN(C)C)n1	-6	10	-3	-4	-26	2	5	-56	6	-3	-25
O=C(c1ccc(Cl)cc1)[C@@H]1[C@@H]2C(=O)N(c3cccc4ccccc34)C(=O)[C@@H]2C2c3ccccc3C=NN21 (some centres undefined)	-12	17	-6	0	-8	5	6	-17	-2	9	-13
Cc1cccc(C)c1NC(=O)CNC(=O)c1ccc2nc[nH]c2c1	10	-34	5	10	-10	5	-1	14	-11	14	7
O=C(CNC(=O)c1ccc2c(c1)OCCO2)N=Nc1c(O)[nH]c2ccccc12	-15	-60	-3	5	-2	-1	-2	-6	17	-5	6
CCn1c(=S)sc2c(=O)n(-c3ccccc3)c(=S)[nH]c21	13	27	8	8	2	2	-7	13	-12	-7	16
CCSc1ccccc1C(=O)Nc1ccc2c(c1)OCO2	-36	-5	6	-30	2	-13	-10	-29	-7	6	-21
CCOC(=O)c1sc(NC(=O)c2cc(S(=O)(=O)N3CCOCC3)ccc2C)nc1C	-10	-1	-2	-5	-6	2	-5	7	-20	4	3
CCOc1ccc(NC(=O)C2CC=CCC2C(=O)O)cc1 (centres undefined)	2	4	-5	-2	-5	0	2	-12	-4	-5	-24
CC(=O)Nc1cccc(OCC(=O)Nc2cccc(S(=O)(=O)N3CCCC3)c2)c1	22	27	2	20	-11	-4	0	9	9	-6	6
Cc1ccccc1CSc1nnc(Cn2c(=O)sc3ccccc32)n1C	3	10	-2	-1	-2	-12	-6	9	7	9	7
COc1ccc(C)cc1NC(=O)c1ccc(NS(=O)(=O)c2c(C)noc2C)cc1	6	9	-2	-9	2	-3	-3	21	-4	-4	-10
Cc1ccc(Nc2cc(C)nc3c(C)cccc23)cc1	-12	10	4	-2	-8	-12	3	5	2	-5	5

Looked up above:
Reading for CCOc1ccc(NC(=O)C2CC=CCC2C(=O)O)cc1 (centres undefined) in NOD2-RIPK2 inh: -5
Reading for COc1ccc(Cl)cc1NC(=O)CN1C(=O)NC(Cc2c[nH]c3ccccc23)C1=O (centres undefined) in SRC2 inh: -6

(list continues)
SMILES	SRC2 inh	SRC3 inh	NR2F2 inh	NR5A2 inv ag	NOD2-RIPK2 inh	LMP1 NFkB inh	TLR9-MyD88 inh	TROY NFkB inh	TRAIL sens C8	Vif imaging	SRC1 inh
CC(C)(C)c1cc[n+](-c2[nH]c(=O)sc2/C=N/NC(=O)c2ccccc2[O-])cc1	-8	-5	4	0	-9	-4	-9	12	8	-3	10
CCOC(=O)c1c(C)[nH]c(C)c1S(=O)(=O)N(C)CC(=O)N(C)Cc1ccccc1	-2	3	-1	-17	-4	0	-1	-1	-7	-6	4
CC(C)[C@H](NC(=O)OC(C)(C)C)c1cc(C(=O)N[C@@H](C)c2ccccc2)c(N)s1	14	.	2	4	-8	.	.	.	1	.	.
CC(C)CN(Cc1c(O)ccc2c(=O)c(-c3ccccc3)coc12)CC(C)C	12	-19	9	-6	-4	5	-9	-20	-1	5	1
CCCS(=O)(=O)c1c(S(=O)(=O)CCC)c2c(N)cccn2c1C(=O)OC	18	3	5	5	3	-12	-4	-5	3	-7	2
O=C(CSc1nnc(Cn2c(=O)sc3ccccc32)n1-c1ccccc1)N1CCCCCC1	-11	10	-2	-33	-2	-4	-2	-7	-11	1	-5
Oc1ccc(-c2nc(=S)[nH][nH]2)cc1	-9	1	-3	5	-5	-3	-3	-1	-11	4	2
COc1ccc(Cc2nnc(SCC(=O)NCc3ccco3)o2)cc1	-6	-2	9	-10	2	2	-1	-7	-7	13	-19
O=c1c([N+](=O)[O-])c(N2CCCC2)c2ccccc2n1-c1ccccc1	-1	-5	0	-1	2	0	-7	0	-4	-1	-21
CCOc1ccc(C(=O)C[n+]2ccc(C(=O)NCCO)cc2)cc1	3	3	1	-13	-1	-1	-12	-18	0	-4	-3
O=C(CCS(=O)(=O)c1ccc(F)cc1)Nc1nnc(-c2cccs2)o1	2	-20	14	-20	0	2	0	-18	6	0	-9
O=C(NC1CCCC1)c1cc2cc(Br)ccc2o1	-15	-89	-26	-121	8	-41	-10	-41	13	6	-62
CCOC(=O)CSc1nc2cc(S(=O)(=O)Nc3ccccc3OC)ccc2o1	9	2	5	1	-2	5	0	22	-21	.	2

Bioassay records deposited in PubChem by several laboratories.

These rows are one share of the data; rates above refer to the full screens.
